DAX1 inh-1 = inhibitors of human orphan nuclear receptor DAX1 (NR0B1). HEK293 Gal4-DAX1 luciferase reporter, luminescence. inhibition, % at 6.75 µM. P51843. 340,000 compounds, 0.99% hits. AID 504766;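 active = inhibition above the mean over all tested compounds plus 3 SD, cut at about 4.2% in these data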;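 note: 0% = DAX1-transfected cells with DMSO and 100% = empty-vector control cells with DMSO; inhibition shows as a rise in luminescence from relieved DAX1 repression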
ADAM17 inh = inhibitors of human ADAM17; P78536; 370,000 compounds, 0.83% hits; recombinant ADAM17, EDANS/DABCYL FRET peptide cleavage; inhibition, % at 6.95 µM;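 active = inhibition above the mean of compounds lying between control limits plus 3 SD, set per campaign, cut at about 8.5% in these data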;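 note: 0% = DMSO-only wells as the low control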
ssDAF-12 act = activators of S. stercoralis DAF-12 nuclear receptor; HEK293 ssDAF-12/GRIP1 lit1-tk-luc reporter, luminescence; % of 3 µM dafachronic acid response; activation, % at 6.8 µM; 370,000 compounds, 1% hits; AID 652126;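 active = activation above the mean over all tested compounds plus 3 SD, cut at about 0.9% in these data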;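 note: 0% = DMSO-only wells and 100% = 3 µM delta7-dafachronic acid wells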
hgDAF12 agonist = hgDAF-12 agonism, primary luciferase screen | HEK293 GAL4-hgDAF12 UAS-luciferase reporter, agonist luminescence; normalized to butyrate control | activation, % at 6.8 µM | 370,000 compounds, 1.8% hits | AID 687014;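 active = activation above a cutoff set at the mean of all screened compounds plus 3 SD, cut at about 10% in these data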;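 note: 0% = DMSO wells and 100% = sodium butyrate wells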
GC-A act = GC-A (human) enzyme activation; activation, % at 10 µM; 370,000 compounds, 0.14% hits; AID 1671463; HEK293 GC-A cells, cGMP TR-FRET, EC30 ANP; 0% at EC30 ANP, 100% saturating ANP; in the data active = activation above about 40%
Target sequence (P16066 whole entry, looked up): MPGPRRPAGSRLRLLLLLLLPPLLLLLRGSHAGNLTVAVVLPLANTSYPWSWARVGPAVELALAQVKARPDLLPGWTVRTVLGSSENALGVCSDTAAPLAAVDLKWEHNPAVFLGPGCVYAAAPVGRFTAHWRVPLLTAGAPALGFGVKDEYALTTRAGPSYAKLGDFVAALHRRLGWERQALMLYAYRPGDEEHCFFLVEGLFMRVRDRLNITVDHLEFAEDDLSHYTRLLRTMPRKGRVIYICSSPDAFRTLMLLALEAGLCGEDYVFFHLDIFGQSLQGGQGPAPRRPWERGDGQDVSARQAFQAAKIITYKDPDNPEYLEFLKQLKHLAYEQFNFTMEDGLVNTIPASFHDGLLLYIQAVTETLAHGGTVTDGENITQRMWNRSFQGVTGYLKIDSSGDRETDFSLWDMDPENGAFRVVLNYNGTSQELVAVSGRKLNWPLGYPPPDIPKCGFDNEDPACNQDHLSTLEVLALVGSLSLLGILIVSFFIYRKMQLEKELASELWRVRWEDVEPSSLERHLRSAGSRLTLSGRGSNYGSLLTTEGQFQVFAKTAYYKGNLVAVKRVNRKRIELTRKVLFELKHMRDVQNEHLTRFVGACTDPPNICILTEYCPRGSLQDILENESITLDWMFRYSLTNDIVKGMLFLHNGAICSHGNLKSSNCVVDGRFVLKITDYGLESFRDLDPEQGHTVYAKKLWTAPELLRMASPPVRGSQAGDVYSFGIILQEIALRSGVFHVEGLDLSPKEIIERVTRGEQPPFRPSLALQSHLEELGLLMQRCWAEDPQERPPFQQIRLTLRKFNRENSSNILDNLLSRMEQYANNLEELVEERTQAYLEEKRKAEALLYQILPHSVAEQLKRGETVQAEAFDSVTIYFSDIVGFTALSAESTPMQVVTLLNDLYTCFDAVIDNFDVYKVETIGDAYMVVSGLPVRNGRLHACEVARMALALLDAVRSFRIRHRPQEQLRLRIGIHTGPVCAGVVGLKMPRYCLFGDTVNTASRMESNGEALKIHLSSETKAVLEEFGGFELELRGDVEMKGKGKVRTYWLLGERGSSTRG
FXN GAA850 act = frataxin GAA850 promoter activation; HEK293 lucGAA850 FXN promoter luciferase reporter, 24 h; percent of 10 µM SAHA response; activation, % at 6 µM; 360,000 compounds, 0.56% hits;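 active = activation above the average of all compounds screened plus 3 SD, cutoff fixed separately per campaign, cut at about 7.5% in these data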;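 note: 0% = DMSO wells and 100% = 10 µM SAHA wells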
ADAM10 inh = ADAM10 inhibition, QFRET primary screen; O14672; recombinant ADAM10, EDANS/DABCYL FRET peptide cleavage, 3 h; inhibition, % at 7 µM; 370,000 compounds, 0.62% hits;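 active = inhibition above a per-campaign cutoff equal to the mean of compounds falling between control-based bounds plus 3 SD, cut at about 20% in these data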;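 note: 0% = DMSO wells while the 100% control is not disclosed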
PG9 Ab binder = small molecules binding HIV-1 gp120 antibody PG9 | AID 624416 | TR-FRET gp120-PG9 antibody binding | inhibition, % at 6.7 µM | 360,000 compounds, 0.43% hits; in the data active = inhibition above about 8.5%
DAX1 inh-2 = inhibitors of DAX1 repression of SF-1 activated StAR promoter; HEK293T StAR-luciferase reporter, SF-1/DAX-1 repression relief; inhibition, % at 6.8 µM; AID 652010; 370,000 compounds, 1.1% hits;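 active = inhibition above the mean over all tested compounds plus 3 SD, cut at about 3.6% in these data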;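 note: 0% = DAX-1 cells with DMSO and 100% = cells lacking DAX-1 with DMSO; higher inhibition means more luminescence from relief of DAX-1 repression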
hcDAF-12 act = activates DAF-12 receptor from parasite H. contortus; HEK293 hcDAF-12 lit1-tk-luc reporter, luminescence; 0% DMSO, 100% Δ7-dafachronic acid; activation, % at 6.8 µM; 370,000 compounds, 1.4% hits; AID 652067;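 active = activation above the mean of all tested compounds plus 3 SD, cut at about 5.5% in these data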;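 note: 100% = response to 3 µM Δ7-dafachronic acid high control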
SMARCA2 act = SMARCA2 function activation, primary screen; AID 652017; MG213 cells, MMTV-luciferase reporter, dexamethasone, overnight; activation, % at 9.1 µM; 370,000 compounds, 1% hits; in the data active = activation above about 7.8%;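 note: 0% = vehicle wells and 100% = reference activator wells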
An asterisk follows results filed as active; i = inactive; . = not tested or not shown.

SMILES | DAX1 inh-1 | ADAM17 inh | ssDAF-12 act | hgDAF12 agonist | GC-A act | FXN GAA850 act | ADAM10 inh | PG9 Ab binder | DAX1 inh-2 | hcDAF-12 act | SMARCA2 act
COc1ccc(NC(=O)C(c2cc3c(cc2[N+](=O)[O-])OCO3)N(C)C)cc1 (configuration not stated) | 1.7 | -58 | 0.4 | 2.8 | 0 | 1.6 | -32 | -3.2 | 0.9 | 0.4 | 1
COc1ccccc1-n1cnc2cc(C(=O)NC3CCCC3)ccc21 | 0.3 | -2 | -0.6 | -0.7 | 3 | -1.0 | -5 | -1.1 | -0.9 | -0.7 | -1
CC(C)C[C@H](NC(=O)[C@@H]1Cc2c([nH]c3ccccc23)C2c3ccccc3C(=O)N21)C(=O)NCC1CCCO1 (some centres not stated) | 0.2 | -13 | -1.0 | -0.6 | -15 | -3.5 | -52 | -0.7 | -2.0 | -0.6 | 1
O=C(NNC(=O)C1CCC1)c1cccc(Cl)c1 | 0.9 | 0 | -1.1 | -1.2 | 2 | -2.1 | 4 | 0.2 | 0.3 | -2.0 | 0
Cc1ccc(-c2cc(NC(=O)Cc3c(C)[nH]c4ccccc34)ccc2Nc2cccnc2)cc1 | . | 0 | -1.2 | 0.9 | 2 | . | -2 | -2.2 | -1.8 | 1.8 | -4
O=C(N/N=C/c1ccc(O)cc1)c1cc(-c2ccccc2)nc2ccccc12 | -1.8 | -7 | -0.8 | -4.6 | -4 | -1.1 | 15 | -0.9 | -0.5 | -2.2 | 1
O=C(Nc1ccc2c(c1)OCO2)Nc1ccccn1 | 1.1 | -1 | -0.1 | 12* | 5 | 5.2 | -5 | -1.6 | 2.0 | 2.4 | 6
COc1ccc(S(=O)(=O)N(CC(=O)NCc2ccccn2)c2ccc(Cl)cc2)cc1 | -0.8 | 2 | -0.5 | 2.4 | -6 | -1.3 | 7 | 2.1 | 0.5 | 1.1 | -3
COc1ccc(NC(=O)CCCN(C)S(=O)(=O)c2ccc(C)cc2)cc1 | -1.5 | -1 | -1.4 | -2.0 | 1 | -3.9 | 0 | -2.4 | -0.5 | -3.3 | -1
CC(=O)c1ccc(OCC(=O)NC2CCS(=O)(=O)C2)cc1 (configuration not stated) | -0.5 | -1 | -1.4 | 2.1 | 1 | -2.6 | 1 | -0.7 | 0.3 | -1.0 | 2
Cc1ccc(-c2noc(CN3CCOCC3)n2)cc1 | 1.7 | -6 | -0.5 | 7.9 | 2 | 6.6 | -4 | 0.5 | 1.1 | 1.6 | 5
CC1CCCN(C(=O)C2c3ccccc3C(=O)N3CCc4ccccc4C23)C1 (configuration not stated) | -0.5 | -4 | -0.5 | 1.4 | 2 | -1.8 | -5 | -1.8 | -0.8 | -1.3 | 0
CN1CCN(C(=O)CCn2c(=O)c3cccn3c3cccnc32)CC1 | -0.1 | -5 | -0.8 | -1.1 | 5 | 1.9 | -8 | 1.1 | 0.1 | 0.5 | -1
Cc1cc(C)cc(C(=O)Nc2ccc(NC(=O)c3cccs3)cc2)c1 | -1.4 | -1 | -2.0 | 0.0 | -3 | 0.8 | -13 | -1.0 | -5.4 | -5.3 | -2
COc1ccccc1NCc1cc(=O)oc2c(C)c(O)ccc12 | 1.1 | -16 | -1.0 | -2.9 | -10 | 0.3 | -27 | -3.0 | 0.0 | -2.6 | -2
CC(C)Cn1c(N)c(C(=O)COC(=O)c2ccc3c(c2)OCCO3)c(=O)n(C)c1=O | -2.3 | 0 | -1.6 | -3.5 | 2 | -1.3 | 9 | -1.8 | -2.3 | -3.8 | -4
CCOC(=O)c1c(C)[nH]c(C(=O)OCC(=O)N(CC(C)C)c2c(N)n(Cc3ccccc3)c(=O)[nH]c2=O)c1C | -0.1 | 0 | -1.3 | -3.1 | -1 | -0.2 | -2 | 1.1 | 1.3 | -1.4 | -2
Cc1cccc(N(CC(=O)Nc2cccnc2)S(C)(=O)=O)c1 | -2.3 | 3 | -0.6 | -0.9 | -2 | -0.6 | 10 | 2.3 | -0.7 | -0.7 | -6
O=C(CSc1nc2ccccc2o1)N1CCN(S(=O)(=O)c2ccc3ccccc3c2)CC1 | -0.1 | 2 | -0.7 | -0.5 | 6 | 0.9 | 3 | 2.2 | -0.2 | 0.6 | -1
O=[N+]([O-])c1ccc(Cl)c(/C=N/n2c(COc3ccccc3)n[nH]c2=S)c1 | 3.5 | -1 | -1.3 | -4.3 | 3 | 1.6 | -3 | 0.2 | -0.1 | -1.1 | -2
Cn1c(SCC(=O)c2ccccc2)nnc1-c1ccc(O)cc1 | 1.6 | -2 | -0.2 | 2.3 | 0 | 0.4 | -4 | -2.3 | 0.1 | 0.4 | 6
OC(c1ccc(CN2CCCCC2)cc1)c1ncc(-c2ccccc2)[nH]1 (configuration not stated) | . | -3 | -1.2 | -0.3 | 1 | 0.5 | -10 | -1.6 | 0.6 | -1.3 | -2
CC(=O)c1c(C)n(CC(=O)NCc2ccc3c(c2)OCO3)c2ccccc12 | -3.2 | -2 | -2.0 | -6.2 | 5 | -1.2 | -2 | 2.6 | -1.9 | -2.5 | -5
COc1ccc(Cl)cc1NC(=S)NCc1cccnc1 | 0.5 | 2 | -1.5 | -2.1 | -1 | -0.6 | 9 | -0.5 | -1.0 | -0.8 | 2
On1nnc2c3ccccc3c3ccccc3c21 | -1.1 | -1 | -0.9 | -0.1 | 2 | 1.3 | -17 | 0.1 | -0.3 | -0.9 | -2
C/C(=N\Nc1c([N+](=O)[O-])c(C)nn1C)c1ccc(F)cc1F | -0.4 | 0 | -1.7 | -1.6 | 1 | -2.1 | -8 | 1.8 | -0.7 | -0.3 | -2
CN1CCN(C(=O)C(=O)c2cn(CC(=O)N3CCCCCC3)c3ccccc23)CC1 | 1.1 | 0 | -0.8 | 4.9 | -1 | -0.2 | 4 | -2.9 | 0.8 | 0.8 | 3
COCCNC(=O)c1cc(-c2cccs2)on1 | 3.9 | -2 | -0.1 | 37* | 3 | 15* | -13 | 0.1 | 1.2 | 1.5 | 1
Cc1cc(C=C2C(=O)c3ccccc3C2=O)c(C)n1-c1ccccc1 | -0.6 | -5 | 0.2 | 3.9 | 0 | -18 | -4 | 0.6 | -0.5 | 3.4 | 3
CCOC(=O)N1CCN(C(=O)c2cc(-c3ccc(OCC)cc3)nc3ccccc23)CC1 | -2.5 | -139 | -1.3 | 12* | 3 | -6.7 | -422 | 7.7 | -1.0 | 1.4 | 0
COc1ccc(C(F)(F)F)cc1N/C=C/c1nnnn1-c1ccc(C)cc1 | 2.0 | -2 | -1.2 | 0.7 | -1 | 0.1 | -3 | -2.6 | 0.0 | -2.2 | -3
COc1cccc(-c2cc(C(F)(F)F)nc(N3CCCCC3)n2)c1 | -0.2 | -6 | -0.8 | -4.3 | -3 | -1.7 | 4 | 3.4 | -0.4 | 1.5 | 4
COc1ccc(CCC(=O)NCCOc2ccc(Cl)cc2)cc1 | 0.5 | -1 | -0.4 | 2.9 | 5 | -0.8 | 3 | -3.0 | 0.7 | -0.9 | 1
Cn1c(Cc2cccc3ccccc23)nnc1SCC(=O)N1CCN(c2cccc(Cl)c2)CC1 | -3.1 | 2 | -2.2 | -9.9 | -3 | -3.1 | 12 | 1.0 | -3.0 | -4.6 | -5
CCOC(=O)/C=C(\C)Nc1cc(C)nn1-c1ccccc1 | -0.3 | -2 | -0.9 | 3.7 | 6 | -0.6 | 1 | 0.5 | -0.1 | -1.4 | -1
Cc1ccc(NC(=O)CN2c3cccc4cccc(c34)S2(=O)=O)cc1S(=O)(=O)N1CCOCC1 | -0.2 | -51 | -1.4 | 7.6 | -2 | -0.7 | -162 | -3.5 | -0.8 | -4.9 | -3
Cc1ccc(N2C(=O)C3CC(c4ccccc4)=C4C5C=CC(C6C(=O)N(c7ccc(C)cc7)C(=O)C56)C4C3C2=O)cc1 (configuration not stated) | -0.7 | -8 | -0.8 | -2.7 | -5 | 1.3 | -7 | 1.7 | 0.4 | -1.2 | -2
COCc1c(C(=O)N/N=C(/C)c2cccs2)nnn1-c1nonc1N | 0.8 | -2 | -0.8 | -1.9 | 1 | 1.0 | 1 | -1.6 | 0.6 | -0.1 | 7
CC1=C(C(=O)N2CCCCCC2)CC(CC(=O)NCC2CCCCC2)C(=O)N1Cc1ccccc1 (configuration not stated) | . | -1 | -1.6 | -1.7 | 2 | . | -9 | -1.4 | -1.0 | 1.2 | 0
CCCCN(C)c1ccc([N+](=O)[O-])cc1 | -1.1 | 2 | -1.5 | 4.3 | 1 | -1.5 | 0 | -3.3 | -1.0 | 0.0 | 5
CSc1ccc(CNC(=O)c2c(C)noc2C)s1 | 1.2 | -4 | -1.6 | -2.1 | 2 | -1.0 | -4 | -1.6 | -0.3 | -0.1 | 0
Cc1ccc(-c2cnc(SCCNC(=O)c3ccco3)[nH]2)cc1 | -0.1 | -2 | -1.3 | -1.9 | -6 | -0.2 | -4 | -1.9 | 0.6 | -1.4 | -1
CCCCn1c(SCc2ncc(-c3ccccc3)o2)nc2cc(S(N)(=O)=O)ccc21 | -2.4 | -4 | -2.1 | -5.5 | -18 | -0.9 | 3 | 0.2 | -2.7 | -3.1 | -5
Cc1cccc(-n2ncc3c(N(C)Cc4ccccc4)ncnc32)c1 | 4.1 | 1 | -0.5 | 15* | 6 | 3.3 | -9 | 1.1 | 4.0* | 1.9 | 3
CCCOc1ccc(C(CC(=O)O)NC(=O)c2ccc3c(c2)OCO3)cc1 (configuration not stated) | 1.2 | -4 | -0.8 | 3.1 | 6 | -1.5 | 1 | 0.0 | 0.1 | -1.9 | 1
Cc1cc(C)c[n+](C(C)C(=O)c2ccc(-c3ccccc3)cc2)c1 (configuration not stated) | -3.1 | -8 | -2.5 | -12 | 3 | -0.6 | -17 | 1.7 | -3.5 | -4.9 | -5
COc1ccc(C(=O)NCCS(=O)(=O)NCc2ccc(F)cc2)cc1 | -1.4 | -9 | -0.8 | -0.1 | 4 | 1.1 | -19 | -0.7 | -0.2 | -0.8 | -1
Cc1ccc(S(=O)(=O)c2cc3c(=O)n4ccccc4nc3n(Cc3ccco3)c2=N)cc1 | -0.4 | i | -1.6 | -3.7 | 6 | 0.5 | i | -0.4 | -0.4 | -2.0 | 6
CC(C)(C)OC(=O)C[C@H]1C/C=C\C[C@@H](CC(=O)NCCO)C(=O)NCCOC1=O | 0.1 | 1 | -1.1 | -1.3 | 2 | -1.7 | -1 | -0.1 | 0.2 | -0.8 | 2
CNC(=O)CC(=O)Nc1ccccc1C(=O)O | -0.3 | -3 | -1.2 | 1.4 | 2 | -1.5 | -5 | 1.8 | 0.1 | -0.7 | -1
O=C(N/N=C/c1c(O)n(Cc2ccco2)c(=O)[nH]c1=O)c1ccccc1 | 2.3 | -2 | -0.7 | 5.2 | 1 | 3.6 | -10 | -2.7 | 0.2 | 1.3 | -1
